Abeta yeast res = restores growth of yeast expressing A-beta42 peptide; yeast expressing A-beta42, growth rescue, OD600, 48 h; response scale: 0% DMSO, 100% iron-clioquinol control; Potency, µM (top dose mostly 46.1 µM), for the others: top-dose growth rescue, usual class: activators; hit rate 0.063% among 410,000; also: potency is read from the fitted curve at half-maximal effect; nearly all actives have a fitted effect of over 55% in size
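Growth rescue measured by 600 nm absorbance after 48 h yeast culture at 30 C with compound. Values normalized between DMSO and an equimolar ferric chloride plus clioquinol control.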
FUS yeast rescue = FUS proteinopathy suppression in yeast | hit rate 0.24% among 390,000 | AID 1347120 | S. cerevisiae FUS-expressing, growth rescue, OD600, 24 h | Potency, µM (series often up to 76.6 µM), without a hit: at the top dose growth rescue (activation), actives largely listed as activators;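 also: potency is read from the fitted curve at half-maximal effect; plate controls were DMSO vehicle for no effect and reference control for full effect; nearly all actives have a fitted effect of over 55% in size; some results filed as inactive show a strong effect at the top dose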
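Yeast FUS proteinopathy model; galactose-induced FUS (2%), starting OD 0.005. Cpds in dilution series, 24hr, 30C, 99% humidity. Abs 600 nm growth. Pos ctrl CP55940 (top 92uM final); neg ctrl DMSO.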
PLK1 PBD inh = PLK1 (human) polo-box domain binding inhibition | P53350 | Plk1 PBD binding of FITC phosphopeptide, fluorescence polarization | Potency, µM, inactives show max response, negative = inhibition, usual class: inhibitors | hit rate 2.8% among 360,000 | AID 720504; also: potency is read from the fitted curve at half-maximal effect; series mostly up to about 57 µM; % is scaled to controls: 0 for no effect and ±100 for the full control effect; nearly all actives have a fitted effect of over 65% in size
EPAC1 antag = antagonists of human EPAC1. O95398. Potency, µM (doses to about 115 µM), for inactives: at the top dose activity change, negative = inhibition, usual class: inhibitors. EPAC1 GEF assay, Rap1b-BODIPY-GDP exchange fluorescence. hit rate 0.14% among 360,000;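 also: potency is read from the fitted curve at half-maximal effect; plate controls were vehicle for no effect and positive control for full effect; nearly all actives have a fitted effect of over 50% in size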
EPAC1 ag = EPAC1 (human) agonism; O95398; EPAC1 agonist qHTS, biochemical assay; response scale: 100% = response to 6.5 mM cAMP; Potency, µM (highest dose often 154 µM), for the others: top-dose activation, most hits filed as activators; hit rate 0.073% among 360,000; AID 720707; also: potency is read from the fitted curve at half-maximal effect; nearly all actives have a fitted effect of over 60% in size
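EPAC1 100 nM, Rap1B–BODIPY-GDP 250 nM, unlabeled GDP 50 uM; compound titration; 5 min RT; kinetic read ex480/em540 at 5-min intervals ×30 min; data normalized to 6.5 mM cAMP agonist control.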
WRN helicase inh = blocks human WRN helicase. Potency, µM (doses to about 114 µM), inactives show at the top dose activity change, negative = inhibition, actives largely listed as inhibitors. hit rate 0.46% among 360,000. Q14191. AID 651768. WRN helicase unwinding, fluorescent forked duplex, kinetic; also: potency is read from the fitted curve at half-maximal effect; % is scaled to controls: 0 for no effect and ±100 for the full control effect; nearly all actives have a fitted effect of over 55% in size
Target sequence (Q14191 whole entry, looked up): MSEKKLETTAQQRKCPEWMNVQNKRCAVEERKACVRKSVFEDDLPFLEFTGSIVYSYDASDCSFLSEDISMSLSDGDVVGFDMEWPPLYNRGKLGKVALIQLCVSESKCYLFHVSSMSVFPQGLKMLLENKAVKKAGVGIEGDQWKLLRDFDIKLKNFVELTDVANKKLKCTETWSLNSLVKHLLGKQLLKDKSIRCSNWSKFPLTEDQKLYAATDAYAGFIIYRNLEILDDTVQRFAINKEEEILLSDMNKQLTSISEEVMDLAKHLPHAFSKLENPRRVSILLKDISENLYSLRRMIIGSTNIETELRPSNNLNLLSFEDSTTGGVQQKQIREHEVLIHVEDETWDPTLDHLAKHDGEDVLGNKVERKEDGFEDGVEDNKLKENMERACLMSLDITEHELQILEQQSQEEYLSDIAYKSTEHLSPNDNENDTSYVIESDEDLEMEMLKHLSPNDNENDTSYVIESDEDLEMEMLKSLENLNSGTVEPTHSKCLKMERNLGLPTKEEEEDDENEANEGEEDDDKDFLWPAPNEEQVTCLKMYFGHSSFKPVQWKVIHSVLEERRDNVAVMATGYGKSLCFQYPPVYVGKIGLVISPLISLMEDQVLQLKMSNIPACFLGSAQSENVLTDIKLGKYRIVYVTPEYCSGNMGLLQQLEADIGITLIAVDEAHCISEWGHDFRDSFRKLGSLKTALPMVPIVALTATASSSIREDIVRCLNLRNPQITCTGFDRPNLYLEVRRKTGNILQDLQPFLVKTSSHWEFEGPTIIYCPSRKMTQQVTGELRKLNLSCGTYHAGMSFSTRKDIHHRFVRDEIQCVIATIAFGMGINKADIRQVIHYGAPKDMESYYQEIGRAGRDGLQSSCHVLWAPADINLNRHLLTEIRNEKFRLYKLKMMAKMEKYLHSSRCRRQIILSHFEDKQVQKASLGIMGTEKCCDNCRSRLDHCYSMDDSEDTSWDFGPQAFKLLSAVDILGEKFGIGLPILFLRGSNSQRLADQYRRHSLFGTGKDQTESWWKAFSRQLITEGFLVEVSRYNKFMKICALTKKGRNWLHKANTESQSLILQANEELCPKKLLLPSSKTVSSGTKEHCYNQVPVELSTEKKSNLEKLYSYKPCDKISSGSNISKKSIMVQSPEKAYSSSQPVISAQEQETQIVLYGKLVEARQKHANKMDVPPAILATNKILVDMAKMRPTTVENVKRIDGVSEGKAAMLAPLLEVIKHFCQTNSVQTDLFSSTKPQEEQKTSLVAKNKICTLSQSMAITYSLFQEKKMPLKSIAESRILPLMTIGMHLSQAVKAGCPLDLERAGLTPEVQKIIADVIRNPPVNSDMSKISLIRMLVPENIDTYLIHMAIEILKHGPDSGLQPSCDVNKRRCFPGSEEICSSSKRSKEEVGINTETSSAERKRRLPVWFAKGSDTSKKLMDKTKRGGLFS
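WRN at 20 nM final was preincubated with compound for 15 min at room temperature; reaction started with 100 nM forked duplex oligonucleotide carrying fluorophore and quencher plus 2 mM ATP (final). Unwinding followed kinetically by red fluorescence (ex 525/em 598 nm).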
PI5P4Ka inh = blocks human PI5P4K alpha kinase activity; P48426; PI5P4Kalpha enzyme, ADP-Glo luminescence, 60 min; hits give low values; max response, %; hit rate 1.2% among 330,000; AID 652105; active = max response of -50% or lower; inconclusive = between -30% and -50%; inactive = -30% or higher; also: value at the top dose of about 77 µM; % is scaled to controls: 0 for no effect and ±100 for the full control effect
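Luminescence from ADP-Glo served as readout of PI5P4Kalpha activity in a qHTS format. Reaction: enzyme, substrate, compound, ATP at 5 microM final, 60 min at RT.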
IL-2 act = IL-2 activation; activation, % (series mostly up to about 46 µM); hit rate 0.065% among 360,000; AID 652025; IL-2 activation reporter assay, cell-based qHTS; stimulated with anti-CD3/CD4/CD28 beads; in transgenic mouse T cells; in the data active = activation above about 50%; inconclusive = mostly about 30% to 49%; also: 0% is about no effect
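Unstimulated transgenic mouse T cells; 60-min compound exposure; bead-based TCR/CD4/CD28 stimulation; 18 h culture, 37 degrees C; dual fluorescence (EGFP, DsRed) plate cytometry.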
* marks the source's active call; other numbers are inactive results; u = inconclusive; x = not tested or not shown; & = joins results of further samples; [ ] = remark or other dose. Unless noted, calls follow the shape of the dose curve; as a rule, active = well fitted curve in the direction sought with a large enough effect; inconclusive = small, poorly fitted or top-dose-only effect, or another doubt; inactive = no such curve, though single readings can be large; an effect the other way counts as inactive or inconclusive.

SMILES	Abeta yeast res	FUS yeast rescue	PLK1 PBD inh	EPAC1 antag	EPAC1 ag	WRN helicase inh	PI5P4Ka inh	IL-2 act
NC(=O)C1(N2CCCCC2)CCN(C(=S)Nc2cccc(Cl)c2)CC1	-10%	14%	-5%	-18%	3%	-7%	1	-1.3
CCC(C)(C)C1CCc2[nH]nc(C(=O)NCCN3CCOCC3)c2C1 (stereo unspecified)	-3%	4%	0%	-18%	2%	3%	1	-0.4
CN(c1ccc(OCC(=O)OCC(=O)Nc2ccc(OC(F)F)cc2)cc1)S(=O)(=O)c1cccs1	-6%	23%	0%	-15%	3%	-4%[11.6 µM]	1	3.1
Cc1cccc(NC(=O)CN(C)C(=O)C2CCCC2)c1C	20%	-26%	10%	-10%	-1%	6%	0	-0.1
O=C1c2ccccc2C(=O)N1CCCON1C(=O)c2ccccc2C1=O	-7%	-30%	0%	-18%	-7%	-2%	-4	-1.9
COc1ccccc1/C=C/CN1CCCC(CO)(Cc2cccc(Cl)c2)C1 (stereo unspecified)	6%	7%	-1%	-26%	3%	-35%	26	-4.2
CCc1nnc(NC(=O)C2CCCN(c3nc4ccccc4s3)C2)s1 (stereo unspecified)	5%	33%	-6%	1%	-11%	-8%	x	0.0
COc1cc(Nc2cc(C)nc3ncnn23)cc(OC)c1OC	-14%	-31%	-3%	-6%	-6%	7%	3	-0.7
COc1ccc(NCC(=O)N/N=C/c2c(C)nn(Cc3ccccc3)c2Cl)cc1	u	x	-6%	-7%	8%	0%	-5	-0.1
COc1ccc(F)cc1S(=O)(=O)Nc1cc2c3c(c1)CCN3C(=O)CC2	19%	2%	-3%	-10%	-53%[inhibitor]	-15%	-5	2.8
CCOc1ccc(-c2nnc(-c3snc(-c4ccc(F)cc4)c3N=CN(C)C)o2)cc1	-16%	-9%	0%	1%	6%	5%	3	-0.7
Cc1ccc(S(=O)(=O)N2CCCCC2)cc1NC(=O)Cc1cccs1	-1%	21%	-11%	-3%	5%	-1%	-13	0.6
COc1ccccc1CNC(=O)C1CCCN(S(=O)(=O)c2cnc[nH]2)C1 (stereo unspecified)	3%	-11%	-13%	10%	5%	3%	-1	-1.0
COc1ccc([C@H]2CC(=O)C=C(c3ccc4ccn(C)c4c3)C2)cc1	-2%	7%	2%	-24%	1%	-13%	3	-0.5
Cc1ccc(SCC(=O)Nc2cc([N+](=O)[O-])ccc2O)cc1	-6%	15%	-16%	-27%	5%	-34%	-1	2.9
CCC1CCCCN1C(=O)CSc1nnc(-c2ccc3c(c2)OCCO3)o1 (stereo unspecified)	-21%	7%	-3%	2%	16%	-4%	-18	-0.1
COc1cc(-c2cnc3c(NC=O)cc(-c4cccc(NC(C)=O)c4)cn23)cc(OC)c1OC	-19%	12%	-14%	14%	-18%	25µM*	-60*	-0.2
COc1ccc(O/C(=N\S(=O)(=O)c2ccccc2)c2ccccc2)cc1	-4%	22%	0%	-9%	7%	-9%	x	2.0
Cc1ccc([N+](=O)[O-])cc1S(=O)(=O)N1CCN(C)CC1	-7%	15%	-6%	-11%	1%	-18%	2	0.4
CC(Oc1ccc(Cl)cc1Cl)C(=O)Nc1ccc2oc(-c3ccncc3)nc2c1 (stereo unspecified)	-31%	-7%	1%	-4%	-5%	-11%	1	-2.4
CC1(C)Cc2ccccc2-c2nnc(SCC(=O)Nc3ccc4c(c3)OCO4)n21	8%	11%	-8%	-14%	1%	-21%	-23	20
CCN(CC)S(=O)(=O)c1cccc(C(=O)N[C@H](C(=O)OCC(=O)Nc2ccccc2)C(C)C)c1	-8%	37%	-3%	-6%	6%	7%[57.1 µM]	2	0.8
CCOC(=O)C1CCCN(c2nc3ccccc3nc2C(C#N)C(=O)OCCOC)C1 (stereo unspecified)	17%	19%	-10%	0%	19%	6%	0	-0.3
Cc1nc(SCC(=O)Nn2c(-c3ccccc3)nc3ccccc3c2=O)n[nH]1	-5%	-6%	-7%	-14%	8%	-22%	-6	0.5
CCCCCCCCC(c1nc2ccccc2[nH]1)N1CCN=C(c2ccccc2)C1=O (stereo unspecified)	-43%[inhibitor]	26%	-6%	-30%	-23%	-19%	11	1.0

Overlap with the part before: 2 entries, followed by the next part.
SMILES	Abeta yeast res	FUS yeast rescue	PLK1 PBD inh	EPAC1 antag	EPAC1 ag	WRN helicase inh	PI5P4Ka inh	IL-2 act
Cc1nc(SCC(=O)Nn2c(-c3ccccc3)nc3ccccc3c2=O)n[nH]1	-5%	-6%	-7%	-14%	8%	-22%	-6	0.5
CCCCCCCCC(c1nc2ccccc2[nH]1)N1CCN=C(c2ccccc2)C1=O (stereo unspecified)	-43%[inhibitor]	26%	-6%	-30%	-23%	-19%	11	1.0
C#CCOCCOCCOCCNc1nc(N2CCN(C(=O)[C@H](CCCCN)n3cc([C@@H](N)[C@H](C)CC)nn3)CC2)nc(N2CCN(C(=O)[C@H](CCC(=O)O)n3cc([C@@H](N)CCSC)nn3)CC2)n1	2%	1%	-7%	-15%	12%	-6%	-1	0.1
COC(=O)c1oc2ccc(Cl)cc2c1NC(C)=O	-4%	-18%	-1%	-16%	7%	0%	2	-0.5
Cc1onc(-c2ccccc2)c1C1=N/C(=C\c2ccccc2F)C(=O)O1	1%	7%	-4%	4%	4%	1%[57.1 µM]	8	0.9
COC(=O)C1=CN(c2cccc(OCc3ccccc3)c2)C(N)=C(C#N)C1c1cccc(OC)c1OC (stereo unspecified)	-5%	10%	-3%	8%	8%	-1%	4	-0.6
CCN(C(=O)c1ccc2c(Cl)c3c(nc2c1)CCC3)c1ccc(C)c(C)c1	-28%	u	-2%	-26%	3%	-9%	1	-2.3
COC(=O)CCCCCCCCC(O)CN1CCCCC1 (stereo unspecified)	9%	x	-4%	-2%	-1%	0%	6	-0.2
COc1cc(OC)cc(-c2c(-c3cccs3)c3cc(-c4ccc(OC)c(OC)c4)ccc3n2C)c1	-9%	13%	0%	2%	-4%	-5%	12	0.5
C[C@H](CO)N1C[C@H](C)[C@@H](CN(C)S(=O)(=O)c2ccc(F)cc2)Oc2ccc(NC(=O)CCC(F)(F)F)cc2C1=O	0%	23%	-2%	6%	-8%	-1%	8	-2.9
C/C(CC(=O)Nc1ccccc1C(F)(F)F)=N\NC(=O)c1cnccn1	-11%	4%	-8%	0%	2%	-7%	4	0.8
CCCc1c(O)nc(SCC(=O)NCc2ccco2)[nH]c1=O	2%	22%	4%	7%	-2%	-16%	u	-0.1
Cc1ccc(Cl)cc1NS(=O)(=O)c1cn(C)nc1C	13%	-10%	1%	0%	-11%	6%	-4	-2.1
CCn1c(SCC(=O)Nc2cc(OC)c(OC)c(OC)c2)nnc1-c1cccs1	2%	-1%	-8%	8%	11%	-9%[57.1 µM]	x	-1.5
CCCCNC(=O)C1C(c2ccccc2)=Nc2ccccc2N1C(=O)c1ccc(C)cc1 (stereo unspecified)	-3%	42%	0%	-15%	-1%	-6%	0	-0.5
CC1(C)C(=O)NCCN1C(=O)c1ccc2nc(Cc3ccccc3F)oc2c1	2%	x	2%	8%	3%	-22%	-4	-4.1
CN1C(=O)/C(=C/c2ccc(C(=O)Nc3ccc(O)cc3C(=O)O)cc2)SC1=S	-4%	-3%	u	0%	-10%	-2%	u	-0.2
O=S1(=O)CC(N2CC=CC2)CN1Cc1cn(Cc2cccc(C(F)(F)F)c2)nn1 (stereo unspecified)	-18%	-7%	-13%	-17%	13%	0%	0	0.9
COCCNC(=O)c1onc(CSc2ccncc2)c1C(=O)NCCOC	-2%	-31%	-3%	8%	-11%	3%	0	0.6
CNC(=O)/C(=C\c1ccco1)NC(=O)c1ccco1	0%	10%	-11%	-6%	5%	2%	1	1.5
CC(C)(C)n1nc2c(c1NC(=O)CCCc1ccccc1)CS(=O)C2 (stereo unspecified)	3%	10%	-15%	u	-9%	5%	12	-0.5
Nc1cccn2c(-c3ccc(Cl)c(Cl)c3)cnc12	-22%	29%	6µM*	u	10%	-19%	-18	3.4
CCCc1nn2c(=O)cc(CSCC(=O)Nc3ccc(OC)cc3)nc2s1	9%	15%	1%	17%	8%	0%	-2	-1.1
CCN1CCN(C(=O)c2ccc3c(c2)N(Cc2ccccc2F)C(=O)c2ccccc2S3(=O)=O)CC1	5%&-3%	5%&6%	-9%	-12%	0%	-1%	4	-2.1
Cc1nn(C)c(Oc2ccccc2)c1CCNC(=O)CCl	4%	-3%	-3%	-18%	8%	-2%	7	-0.4
Cc1nc(NCCN2CCOCC2)c2nnn(Cc3c(F)cccc3Cl)c2n1	-3%	16%	-3%	0%	-5%	-12%	x	-1.2
CC(=O)C1=C(C)OC(N)=C(C#N)C1c1cc2cccc(C)c2nc1Cl (stereo unspecified)	18%	16%	-14%	7%	0%	-3%	x	0.0
Cc1ccccc1N1C(S)=C(C#N)C(=O)NC12CCCCC2	-5%	10%	-5%	21%	1%	u	-26	-0.6
O=C1NC(=O)/C(=C/c2cccc(O)c2)N1	-11%	7%	2%	6%	-1%	2%	-64*	-1.4

Structures above with a COOH group:
SMILES	Abeta yeast res	FUS yeast rescue	PLK1 PBD inh	EPAC1 antag	EPAC1 ag	WRN helicase inh	PI5P4Ka inh	IL-2 act
C#CCOCCOCCOCCNc1nc(N2CCN(C(=O)[C@H](CCCCN)n3cc([C@@H](N)[C@H](C)CC)nn3)CC2)nc(N2CCN(C(=O)[C@H](CCC(=O)O)n3cc([C@@H](N)CCSC)nn3)CC2)n1	2%	1%	-7%	-15%	12%	-6%	-1	0.1
CN1C(=O)/C(=C/c2ccc(C(=O)Nc3ccc(O)cc3C(=O)O)cc2)SC1=S	-4%	-3%	u	0%	-10%	-2%	u	-0.2

At a glance, part of the list above.
SMILES	Abeta yeast res	FUS yeast rescue	PLK1 PBD inh	EPAC1 antag	EPAC1 ag	WRN helicase inh	PI5P4Ka inh	IL-2 act
CC1(C)C(=O)NCCN1C(=O)c1ccc2nc(Cc3ccccc3F)oc2c1	2%	x	2%	8%	3%	-22%	-4	-4.1
CN1C(=O)/C(=C/c2ccc(C(=O)Nc3ccc(O)cc3C(=O)O)cc2)SC1=S	-4%	-3%	u	0%	-10%	-2%	u	-0.2
O=S1(=O)CC(N2CC=CC2)CN1Cc1cn(Cc2cccc(C(F)(F)F)c2)nn1 (stereo unspecified)	-18%	-7%	-13%	-17%	13%	0%	0	0.9
COCCNC(=O)c1onc(CSc2ccncc2)c1C(=O)NCCOC	-2%	-31%	-3%	8%	-11%	3%	0	0.6
CNC(=O)/C(=C\c1ccco1)NC(=O)c1ccco1	0%	10%	-11%	-6%	5%	2%	1	1.5

High-throughput results: PubChem, National Center for Advancing Translational Sciences (NCATS)
